From PubChem BioAssay
Tau fil binding = tau filament binding. Potency, µM (highest dose often 57.1 µM), without a hit: top-dose activity change, negative = inhibition. 71,000 compounds, 2% hits. recombinant tau filaments, thioflavin S fluorescence, 15 h; filaments grown with octadecylsulfate alongside compound. AID 596. P10636;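 note: potency is the fitted concentration of half-maximal effect; % is set by controls: 0 for no effect and ±100 for the full control effect; actives lower thioflavin S fluorescence by blocking filaments or displacing dye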
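Quantitative HTS: thioflavine S signal from ODS-induced tau filaments, excited at 450 nm, emission 510 nm. Conditions: 1 uM tau, 30 uM ODS, 15 h at 37 C, pH 7.4.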
Rhodamine fluor = rhodamine region autofluorescence. AID 594. max dye-equivalent concentration, M. Rhodamine-region fluorescence, 547/598 nm, Tris buffer; hits give high values. 59,000 compounds, 0.05% hits; in the data active = max dye-equivalent concentration above about 11 nM; inconclusive = between about 1.1 nM and that limit
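Read-out is relative fluorescence at 547 nm excitation and 598 nm emission, expressed as dye-equivalent concentration using rhodamine standards on every plate. Each compound was profiled across a concentration series after 15 min in 100 mM Tris, pH 8.0.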
Fluorescein fluor = compound fluoresces in the fluorescein spectral region; Compound autofluorescence, 480/540 nm, fluorescein-equivalent; hits give high values; max fluorescein-equivalent concentration, M; 59,000 compounds, 0.91% hits; in the data active = max fluorescein-equivalent concentration above about 10 nM; inconclusive = between about 1.1 nM and that limit
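Fluorescein stocks ranging 3 mM down to 300 nM, plus DMSO blanks, were pinned alongside compounds to build a per-plate standard curve. Buffer: 100 mM Tris, pH 8.0. Incubation 15 min, room temperature; filters 480/540 nm.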
FLuc inh = inhibitors of firefly luciferase; AID 411; Potency, µM (series often up to 57.1 µM), for inactives: at the top dose activity change, negative = inhibition, usual class: inhibitors; P08659; 72,000 compounds, 2.2% hits; purified firefly luciferase, luminescence, 8 min; note: potency is the fitted concentration of half-maximal effect; % is set by controls: 0 for no effect and ±100 for the full control effect; nearly all actives have a fitted effect of over 40% in size
Target sequence (P08659 whole entry, looked up): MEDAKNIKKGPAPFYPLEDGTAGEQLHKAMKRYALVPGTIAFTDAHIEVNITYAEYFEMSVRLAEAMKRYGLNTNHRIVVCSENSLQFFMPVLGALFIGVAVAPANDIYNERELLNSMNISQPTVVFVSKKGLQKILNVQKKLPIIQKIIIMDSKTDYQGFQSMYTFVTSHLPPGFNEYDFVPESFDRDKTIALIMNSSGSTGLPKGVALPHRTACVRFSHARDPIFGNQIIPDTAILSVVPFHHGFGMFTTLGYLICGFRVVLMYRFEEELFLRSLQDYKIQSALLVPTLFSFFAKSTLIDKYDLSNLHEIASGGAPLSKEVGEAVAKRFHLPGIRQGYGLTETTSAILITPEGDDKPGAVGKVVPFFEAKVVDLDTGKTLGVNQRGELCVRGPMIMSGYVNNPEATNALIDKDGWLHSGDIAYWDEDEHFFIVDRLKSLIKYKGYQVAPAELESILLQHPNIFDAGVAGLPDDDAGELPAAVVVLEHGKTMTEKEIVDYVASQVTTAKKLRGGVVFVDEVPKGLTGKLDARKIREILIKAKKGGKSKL
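Titration-based qHTS; buffer 50 mM imidazole pH 7.2, 50 mM KCl, 7 mM MgCl2, 10 uM ATP, 0.01% Tween 20, 0.05% BSA; luciferase/luciferin detector mix added after compound; 8 min, ambient; luminescence.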
HEK293 cAMP cs = parental HEK293 cAMP activation (counter-screen); parental HEK293 CNG cAMP sensor, membrane potential fluorescence; Potency, µM (highest dose often 57.1 µM), for inactives: at the top dose activation, usual class: activators; 73,000 compounds, 2.5% hits; AID 938; note: potency is the fitted concentration of half-maximal effect; % of control where 0% means no effect; nearly all actives have a fitted effect of over 55% in size
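Counterscreen for endogenous-receptor signalling: CNG-channel HEK 293 cells report cAMP rise by membrane depolarization. After 60 min dye equilibration with 100 uM RO 20-1724, compounds incubated 30 min before bottom-read fluorescence at 590 nm.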
A350 autofl = compounds fluorescent in Alexa 350 spectral region. Compound autofluorescence, 340/450 nm, Alexa 350 dye-equivalents; hits give high values. max dye-equivalent concentration, M. 59,000 compounds, 11% hits. AID 590; in the data active = max dye-equivalent concentration above about 10 nM; inconclusive = mostly about 1.1 nM to 9.6 nM
4MU fluor = compounds fluorescent in 4-MU spectral region. AID 589. max dye-equivalent concentration, M. compound autofluorescence, 340/450 nm, 4-MU equivalents; hits give high values. 59,000 compounds, 11% hits; in the data active = max dye-equivalent concentration above about 10 nM; inconclusive = mostly about 1.1 nM to 9.6 nM
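Compounds in 100 mM Tris, pH 8.0, sat 15 min at room temperature before fluorescence was read at 340 nm excitation/450 nm emission; a per-plate six-point 4-MU standard curve converted signals to dye-equivalent concentration at each compound concentration.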
ERK AVP block = inhibitors of vasopressin-stimulated ERK signaling pathway; HEK293-V1b, vasopressin-stimulated pERK AlphaScreen; Potency, µM (titrated, usually from 57.5 µM), inactives show at the highest dose activity, negative = inhibition, hits mostly inhibitors; 72,000 compounds, 0.99% hits; AID 995; note: potency is the fitted concentration of half-maximal effect; % is set by controls: 0 for no effect and ±100 for the full control effect; nearly all actives have a fitted effect of over 55% in size
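qHTS, compounds titrated on V1b-expressing HEK293 cells. Preincubation 30 min at 37C, vasopressin 25 nM for 5 min, lysis 10 min, bead incubation 5 hr at room temperature.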
Texas Red fluor = Texas Red region autofluorescence | max dye-equivalent concentration, M | Compound fluorescence, Texas Red channel, 547/618 nm; hits give high values | AID 587 | 59,000 compounds, 0.06% hits; in the data active = max dye-equivalent concentration above about 10 nM; inconclusive = between about 1.1 nM and that limit
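qHTS profiling of intrinsic compound fluorescence; 100 mM Tris pH 8.0; 15 min RT; ex 547 / em 618 nm; response expressed as Texas Red dye-equivalent concentration from six-point plate standard.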
Caspase-1 inhib = caspase-1 (human) inhibition, allosteric or competitive; P29466; Caspase-1 enzyme, Ac-WEHD-AFC fluorogenic rate; Potency, µM (top dose mostly 57.5 µM), for inactives: at the top dose activity change, negative = inhibition, actives largely listed as inhibitors; 75,000 compounds, 0.03% hits;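 note: potency is the fitted concentration of half-maximal effect; plate controls were vehicle for no effect and no substrate for full effect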
Caspase-7 inhib = allosteric or competitive inhibitors of human caspase-7. P55210. recombinant caspase-7, Ac-DEVD-AFC fluorescence rate. Potency, µM (doses to about 57.5 µM), inactives show top-dose activity change, negative = inhibition, most hits filed as inhibitors. 75,000 compounds, 0.02% hits. AID 889; active = well fitted inhibition curve with a large enough effect in the main read-out, with a control signal flat, not every such curve was filed as active; inconclusive = small, poorly fitted or top-dose-only effect, or a change in a side signal; note: potency is the fitted concentration of half-maximal effect; % of control where 0% means no effect
Target sequence (P55210 24-198 limits assumed): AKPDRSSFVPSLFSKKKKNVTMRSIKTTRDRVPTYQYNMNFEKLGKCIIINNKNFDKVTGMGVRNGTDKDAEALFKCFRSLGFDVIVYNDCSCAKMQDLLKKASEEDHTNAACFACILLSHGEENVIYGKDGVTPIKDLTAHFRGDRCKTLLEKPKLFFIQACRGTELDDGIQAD
Target sequence (P55210 207-303 limits assumed): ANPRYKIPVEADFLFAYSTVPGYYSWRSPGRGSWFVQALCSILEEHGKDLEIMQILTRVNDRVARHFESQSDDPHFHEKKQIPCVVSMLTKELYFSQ
* marks the source's active call; other numbers are inactive results; i = inactive; ? = inconclusive; nt = no result given; [ ] = remark or other dose. Unless noted, calls come from the whole dose curve; as a rule, active = well fitted curve in the direction sought with a large enough effect; inconclusive = small, poorly fitted or top-dose-only effect, or another doubt; inactive = no such curve, though single readings can be large; an effect the other way counts as inactive or inconclusive. The list is partial; the hit share may differ from the screen's.

Screens in order: Rhodamine fluor | Caspase-1 inhib | Tau fil binding | Texas Red fluor | Caspase-7 inhib | Fluorescein fluor | 4MU fluor | FLuc inh | A350 autofl | ERK AVP block | HEK293 cAMP cs
> CCCC(C(=O)NC1CCCCC1)N(Cc1ccco1)C(=O)CNS(=O)(=O)c1ccccc1 (stereo not given)
    i | -2% | -9% | i | 1% | i | i | -3% | i | -2% | ?
> Cc1ccc2cc(CN(C(=O)c3ccco3)c3ccccc3C)c(=O)[nH]c2c1
    i | nt | nt | ? | nt | i | i | -2%[25.5 µM] | i | nt | nt
> COc1cc2c(cc1NC(=O)COC(=O)C1CC(=O)N(Cc3ccco3)C1)oc1ccccc12 (stereo not given)
    i | -6% | 40% | i | -1% | i | ? | 2% | ? | ? | 0%
> CC(=O)Nc1ccc2c(c1)nc(CCN1CCN(C)CC1)n2C
    i | -1% | -5% | i | 1% | i | i | 2% | i | 1% | 1%
> O=C1CCC(C(=O)Nc2cccc(C(F)(F)F)c2)N1 (stereo not given)
    nt | 1% | -6% | nt | 2% | nt | nt | 1% | nt | -6% | 0%
> CCOC(=O)c1sc(NC(=S)n2cc(C)cn2)c(C(=O)OCC)c1C
    i | 0% | 1% | ? | -3% | i | i | -1% | i | ? | 4%
> CCOc1ccccc1NC(=O)CSc1nnc(-c2ccco2)n1Cc1ccco1
    i | -2% | 8% | ? | 0% | i | i | 0% | i | 9% | -5%
> O=C(CCCSc1nc2ccccc2s1)Nc1nccs1
    i | -2% | -4% | i | -2% | ? | i | 1% | i | -26% | 21%
> C[C@@]12C[C@H](O)[C@@H]3[C@H](CCC4=CC(=O)CC[C@]43C)[C@H]1CC[C@@H]2c1csc(-c2ccccc2)n1
    i | 2%[11.5 µM] | 34%[11.4 µM] | i | -1%[11.5 µM] | i | i | 5%[11.4 µM] | i | -14%[11.5 µM] | -5%[11.4 µM]
> Cc1nnc(NC(=O)NC(C)N2C(=O)C3C4C=CC(C4)C3C2=O)s1 (stereo not given)
    i | 0% | -1% | ? | 1% | i | i | 0% | i | 3% | 6%
> CCOC(=O)C1CCN(C(=O)Nc2ccccc2Cl)CC1
    nt | 0% | -2%[11.4 µM] | nt | 2% | nt | nt | 1% | nt | 1% | ?
> Cc1ccc(C(=O)Nc2c(C)n(C)n(-c3ccccc3)c2=O)cc1S(=O)(=O)N1CCOCC1
    i | 0% | 1% | ? | 0% | i | i | 0% | i | 0% | 8%
> COCCn1nnnc1CN1CCC(O)(c2cccc(C(F)(F)F)c2)CC1
    i | -3% | 0% | i | 1% | i | i | 4% | i | -15% | 14%
> O=C(Nc1ccc2nc[nH]c2c1)c1ccco1
    i | 2% | -2% | i | 0% | ? | i | ? | i | 7% | 8%
> NC(=O)CC1NC(=O)c2ccccc21 (stereo not given)
    nt | -2% | -9% | nt | -2% | nt | nt | 3% | nt | 45%[activator] | 26%
> COc1ccc(OC)c(S(=O)(=O)N(C)CC(=O)N2CCN(c3ccccc3)CC2)c1
    i | -1% | -13% | ? | -2% | i | i | 2% | i | -14% | 5%
> CCOC(=O)c1c(C)oc2c(F)c(F)c(F)c(F)c2c1=O
    i | -2% | -5% | ? | -1% | i | i | 3% | ? | -10% | -1%
> O=S(=O)(c1cc(F)cc(F)c1)N1CCN(c2ncccn2)CC1
    i | 1% | -4% | i | 0% | i | i | -3% | i | -2% | 3%
> CCOC(=O)CNC(=O)Nc1cccc(Cl)c1C
    i | 0% | -5% | i | 0% | ? | i | 1% | i | -8% | 4%
> O=C(CN1C2CCC1CC(NC(=O)Nc1ccccc1)C2)NCc1ccco1 (stereo not given)
    i | -2% | -12% | i | -1% | ? | i | -4% | i | 19% | -7%
> CCOC(=O)c1sc(N)c(C(=O)OCC)c1COC(=O)C1CC(=O)N(Cc2ccco2)C1 (stereo not given)
    i | 2% | 8% | ? | 0% | i | i | 1% | i | -22% | 14%
> c1ccc(CC2CCN(C(c3cccs3)c3nnnn3C3CCCC3)CC2)cc1 (stereo not given)
    i | -3% | -7% | i | -1% | i | ? | 0% | ? | -1% | ?
> Cc1cc(C)c2nc(N3CCCC(C(=O)NCCN4CCOCC4)C3)sc2c1 (stereo not given)
    i | 0% | -34% | i | 1% | i | i | -9% | i | 14% | 6%
> c1nc(COc2nsnc2N2CCOCC2)cs1
    i | 2% | 2% | ? | 2% | i | i | 1% | i | -25% | -7%
> O=C(COc1ccc(Cl)cc1)Nc1ncccn1
    i | -1% | -2% | i | 1% | i | i | -24% | i | -4% | 8%
> Cc1nc2ccccc2c(=O)n1NS(C)(=O)=O
    i | 2% | 1% | i | 0% | ? | i | 0% | i | -7% | 6%
> CCCCc1c(C(=O)O)cc(OC)cc1C(=O)O
    i | -6% | -1% | i | -2% | i | i | 6% | i | 17% | 2%
> O=C(CN1C(=O)NC2(CCCCC2)C1=O)NCCC1=CCCCC1
    i | -2% | -14% | i | -3% | ? | i | -1% | i | 6% | 3%
> CCOC(=O)Cc1c(C)nc(-c2ccccc2)[nH]c1=O
    i | -4% | 4% | i | -4% | ? | i | -2% | i | ? | ?
> O=C(NC1CC2CCCC(C1)N2Cc1cccs1)N1CCOCC1 (stereo not given)
    i | -2% | -7% | i | 1% | i | i | 1% | i | -10% | 0%
> O=C(Nc1cccc2cccnc12)c1cccc(N2C(=O)CCC2=O)c1
    i | 0% | 0% | i | 2% | i | i | ? | i | -16% | -5%
> Cn1c(C(=O)OC(C(=O)NC2CCCC2)c2cccnc2)cc2sccc21 (stereo not given)
    i | 0% | -4% | i | -1% | i | i | 0% | i | -1% | 15%
> COc1ccc(N2CCN(c3ccc(NC(=O)C4CCCCC4)cc3C#N)CC2)cc1
    i | 2% | -13% | i | -2% | i | 1.1e-07M* | -1% | 1.1e-07M* | 17% | -6%
> COc1ccc(S(=O)(=O)Nc2ccccc2C(=O)NC(C)C)cc1OC
    nt | 1% | 8%[11.4 µM] | nt | -1% | nt | nt | 0% | nt | -8% | -3%[11.4 µM]
> N[C@@]1(C(=O)O)CN[C@H](C(=O)O)C1
    nt | 1% | ? | nt | -7% | nt | nt | 2% | nt | 20% | 11%
> CN1CCN(c2cc(-c3ccoc3)ncn2)CC1
    i | -6% | 1% | i | -11% | i | i | 0%[2.29 µM] | i | -16% | 1%
> CCN(C(=O)c1cc2cc(OC)ccc2oc1=O)c1ccccc1
    i | -3% | -14% | i | -2% | ? | 1.2e-08M* | 2% | 1.2e-08M* | -16% | 4%
> Cc1cc(=O)n2nc(N3CCC(C(=O)N4CCN(C)CC4)CC3)sc2n1
    i | -2% | -6% | i | 1% | i | ? | 5% | ? | -1% | 4%
> O=C(O)CSc1nc2ccccc2o1
    i | 2% | -3% | ? | 4% | ? | i | 3% | i | 4% | 6%
> COc1ccc(N(CC(=O)NCc2ccccc2OC)S(=O)(=O)c2c(C)nn(C)c2C)cc1
    nt | -1% | 0% | nt | -2% | nt | nt | -1% | nt | -1% | -3%
> Cc1cc(C)n(-c2nc3nonc3nc2-n2nc(C)cc2C)n1
    i | 1% | 5% | i | -1% | ? | ? | 0% | ? | 12% | 0%
> CCOC(=O)c1cnc(Nc2nc3ccccc3o2)nc1CSc1nnc(C)s1
    i | -1% | -6% | i | -1% | ? | i | -1% | i | -23% | 9%
> CC12CN3CC(C)(CN(C1)C3c1ccc(Br)cc1O)C2 (stereo not given)
    i | nt | nt | i | nt | i | i | 2%[25.5 µM] | i | nt | nt
> Cc1cc(C)nc(SCCC(=O)N2CCOCC2)n1
    i | -1% | -2% | i | -1% | i | i | -1% | i | -6% | -5%
> CCCCCOc1ccc(N2C(=O)CC(N(O)c3ccccc3)C2=O)cc1 (stereo not given)
    i | -1% | 13µM* | ? | 0% | i | i | 3% | i | -13% | -13%
> CCOC(=O)C(C)Oc1cccc2c(=O)n(CC(=O)N3CCN(C(=O)OCC)CC3)ccc12 (stereo not given)
    nt | -2% | -18% | nt | 2% | nt | nt | -8% | nt | nt | ?
> O=C(OCC#CCSc1nnc(-c2ccc(Br)cc2)o1)c1ccco1
    i | -3% | 23% | i | -4% | i | i | -1% | i | 11% | 22%
> CCS(=O)(=O)Nc1c(C(=O)O)[nH]c2ccccc12
    i | -2% | 20µM* | i | -5% | i | ? | -7% | ? | -6% | -9%
> COC(=O)C1=C(N)Oc2cc(C)[nH]c(=O)c2C1c1ccncc1 (stereo not given)
    i | nt | nt | i | nt | i | i | 2%[25.5 µM] | i | nt | nt
> CCOC(=O)c1ccccc1NC(=O)CC(C)CC(=O)O (stereo not given)
    i | 2% | 5% | i | 1% | i | i | 2% | i | -16% | 5%
> COc1ccc(-c2nc(CCNC(=O)c3ccco3)cs2)cc1OC
    nt | -1% | 5% | nt | 1% | nt | nt | -2% | nt | nt | ?

2 compounds from above, showing only Caspase-7 inhib and 4MU fluor:
Compound,Caspase-7 inhib,4MU fluor
COc1ccc(S(=O)(=O)Nc2ccccc2C(=O)NC(C)C)cc1OC,-1%,nt
COC(=O)C1=C(N)Oc2cc(C)[nH]c(=O)c2C1c1ccncc1 (stereo not given),nt,i
